From PubChem
Rv3671c protease – inhibitors of M. tuberculosis serine protease Rv3671c | P9WHR9 | inhibition, % at 5.96 µM | actives 0.048% (n = 320,000) | AID 2606; in the data active = inhibition above about 38%;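 note: extracellular domain of Rv3671c used as enzyme; 0% = enzyme with DMSO and 100% = no enzyme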
Target sequence (P9WHR9 whole entry, looked up, the tested form may be a part): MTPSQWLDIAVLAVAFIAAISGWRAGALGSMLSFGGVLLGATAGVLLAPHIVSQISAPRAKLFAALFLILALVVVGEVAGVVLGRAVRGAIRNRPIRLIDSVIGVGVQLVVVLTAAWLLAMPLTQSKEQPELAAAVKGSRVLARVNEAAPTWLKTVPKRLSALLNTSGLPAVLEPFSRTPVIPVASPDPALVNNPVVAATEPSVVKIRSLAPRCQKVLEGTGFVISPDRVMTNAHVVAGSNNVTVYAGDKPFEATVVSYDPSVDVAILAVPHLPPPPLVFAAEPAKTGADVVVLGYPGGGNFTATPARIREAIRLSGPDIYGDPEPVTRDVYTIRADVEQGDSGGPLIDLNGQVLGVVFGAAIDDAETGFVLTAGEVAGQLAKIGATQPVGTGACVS
FadD28 FP inh – inhibitors of Mycobacterium tuberculosis FadD28 bisubstrate binding; FadD28 bisubstrate probe binding, fluorescence polarization; inhibition, % at 12.5 µM; actives 0.22% (n = 360,000); AID 588549; in the data active = inhibition above about 8.5%, passing the limit was not always enough; inconclusive = no clear call, values can overlap the other calls
BioA inh – BioA (M. tuberculosis) enzyme inhibition; purified M. tuberculosis BioA enzyme, plate reader; inhibition, % at 9.99 µM; actives 0.096% (n = 360,000); in the data active = inhibition above about 40%; inconclusive = no clear call, values can overlap the other calls
PrPC surface inh – inhibitors of human cell surface prion protein PrPC. P04156. TR-FRET read-out. inhibition, % at 13.8 µM. actives 0.43% (n = 370,000). AID 720596; in the data active = inhibition above about 24%; note: 0% = median of the test wells and 100% = reference compound wells
BoNT-F LC inh – BoNT F light chain protease inhibition. inhibition, % at 10 µM. actives 0.22% (n = 360,000). Multiplex microsphere protease cleavage assay, flow cytometry; in the data active = inhibition above about 35%, passing the limit was not always enough; inconclusive = no clear call, values can overlap the other calls; note: plate controls were buffer without enzyme for full effect and enzyme alone for no effect
UGM FP inh – Mtb UDP-galactopyranose mutase inhibition | P9WIQ1 | purified UGM, fluorescence polarization probe displacement | inhibition, % at 10 µM | actives 0.06% (n = 320,000) | AID 504406; in the data active = inhibition above about 10%, passing the limit was not always enough; inconclusive = no clear call, values can overlap the other calls
GDH-TPI inh – counter-screen for M. tuberculosis FBA inhibitors: GDH-TPI coupled enzymes; GDH-TPI coupled enzyme counterscreen, NADH absorbance; inhibition, % at 4.8 µM; actives 1.2% (n = 360,000); in the data active = inhibition above about 30%;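 note: 0% = DMSO wells and 100% = wells lacking the enzyme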
FBA Mtb inh – inhibitors of M. tuberculosis fructose-bisphosphate aldolase | purified M. tuberculosis FBA, fluorescence read-out | actives 2.3% (n = 360,000) | inhibition, % at 1 µM | P9WQA3 | AID 588726; in the data active = inhibition above about 27%;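 note: 0% = vehicle and 100% = reference inhibitor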
Target sequence (P9WQA3 whole entry, looked up): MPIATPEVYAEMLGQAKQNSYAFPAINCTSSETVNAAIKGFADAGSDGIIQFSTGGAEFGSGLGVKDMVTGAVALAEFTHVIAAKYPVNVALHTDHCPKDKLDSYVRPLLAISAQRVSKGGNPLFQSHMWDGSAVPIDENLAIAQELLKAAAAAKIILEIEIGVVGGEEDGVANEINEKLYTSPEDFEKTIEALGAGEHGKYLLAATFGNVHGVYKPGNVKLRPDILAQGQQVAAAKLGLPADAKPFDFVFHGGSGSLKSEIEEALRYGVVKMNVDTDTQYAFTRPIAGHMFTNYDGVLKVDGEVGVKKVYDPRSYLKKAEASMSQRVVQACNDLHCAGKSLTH
MazF activator – activators of E. coli MazEF toxin-antitoxin RNase. P0AE70. FAM/BHQ RNA-DNA oligo cleavage fluorescence, 5 h. activation, % at 20 µM. actives 0.32% (n = 350,000); in the data active = activation above about 50%
Target sequence (P0AE70 whole entry, looked up): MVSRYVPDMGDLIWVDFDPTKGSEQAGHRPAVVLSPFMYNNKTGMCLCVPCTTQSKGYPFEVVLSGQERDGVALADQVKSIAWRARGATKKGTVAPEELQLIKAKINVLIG
An asterisk follows results filed as active; ? = inconclusive; · = not tested or not shown.

Screens in order – MazF activator | FBA Mtb inh | BoNT-F LC inh | FadD28 FP inh | PrPC surface inh | UGM FP inh | Rv3671c protease | GDH-TPI inh | BioA inh
- CCOC(=O)c1c(C)[nH]c(C)c1S(=O)(=O)N1c2ccccc2CC1C (stereo not given)
    -29 | 1 | 8 | -4.5 | -1 | 5.1 | -14 | 14 | 0.4
- COc1cc(C(=O)N(C)Cc2cccc(OC)c2OC)ccc1OCC(=O)Nc1cccc(C(F)(F)F)c1
    -7 | -1 | 7 | -5.5 | -7 | -0.7 | -7 | 6 | 1.9
- O=C(N1CCN(c2ccccc2)CC1)C12CC3CC(CC(C3)C1)C2
    5 | -2 | 1 | -2.9 | 2 | 0.2 | -2 | -11 | 1.0
- COc1cc2c(cc1NC(=O)COc1ccc3ccccc3c1)oc1ccccc12
    -30 | 1 | 1 | -0.1 | 0 | 3.5 | -2 | 7 | -2.0
- O=C(Nc1ccc(F)cc1)C1CC(=O)n2ncnc2N1 (stereo not given)
    7 | 3 | -1 | -2.7 | 9 | 1.0 | -8 | 3 | ·
- CCc1c(C)nc(SCC(=O)N2CCN(c3ccccc3)CC2)[nH]c1=O
    7 | 0 | -5 | -0.4 | 3 | 5.5 | -9 | 3 | 0.2
- COc1ccc(N2CCN(C(=O)c3ccc(CNc4c(N5CCOCC5)c(=O)c4=O)cc3)CC2)cc1
    10 | 1 | 5 | 0.1 | 8 | 1.8 | 1 | 11 | -1.4
- OC[C@@H]1CN(Cc2ccc(Cl)cc2)C[C@H](n2cnc3c(N4CCOCC4)ncnc32)O1
    · | -2 | 0 | -5.7 | 3 | · | · | -12 | 0.5
- CC(=O)Nc1ccc(/C(C)=N/Nc2nc(N3CCOCC3)nc(N3CCOCC3)n2)cc1
    -4 | -6 | -5 | -3.3 | -5 | -1.1 | -6 | -7 | ·
- OCC1CCCCN1CC(O)COC(c1ccc(F)cc1)c1ccc(F)cc1 (stereo not given)
    7 | 3 | -10 | -1.3 | 8 | -0.9 | -5 | -1 | 0.5
- Cc1cc(OC(C)C(=O)NCCc2c[nH]c3ccccc23)c2c(C)cc(=O)oc2c1 (stereo not given)
    -4 | 3 | -10 | -0.9 | 8 | 1.4 | 3 | 5 | -2.1
- COc1ccccc1NC(=O)C/C(C)=N/NC(=O)C12CC3CC(CC(C3)C1)C2
    -1 | 1 | -5 | -3.7 | 7 | 1.0 | 1 | -5 | 1.0
- Nc1nc(-c2cccs2)c(-c2cccs2)s1
    -6 | 0 | -5 | ? | 25* | -0.4 | -2 | 14 | -1.3
- CCN(CC)C(=O)[C@H]1CC(CC(=O)NCc2ccc(OC)c(OC)c2)C(=O)N2CCc3c([nH]c4ccc(OC)cc34)[C@]12C (stereo not given in full)
    4 | 1 | 0 | -2.7 | -1 | · | · | -4 | 0.2
- O=C(Nc1ccccc1C(=O)NCc1ccccc1)c1ccccc1Br
    -1 | -1 | 7 | -5.5 | -3 | -0.6 | 3 | 1 | -0.5
- CCOCCCNC(=S)Nc1ccc(Br)cc1Cl
    11 | 1 | 0 | -0.8 | -1 | 0.5 | 5 | 0 | -0.4
- Cc1cc(=O)oc2cc(OCc3ccc(C(=O)OCC(=O)Nc4ccc(N(C)C)cc4)cc3)ccc12
    -1 | 7 | -5 | -2.7 | -4 | · | · | 1 | ·
- CSc1nc(Sc2cccc(Cl)c2)c2ccccc2n1
    8 | 2 | -2 | 0.4 | 3 | 0.8 | 4 | -3 | -0.7
- CCC1=NN(C(=O)CCc2ccc3c(c2)OCO3)C(O)(C(F)(F)F)C1 (stereo not given)
    1 | -2 | -2 | -3.6 | 2 | -2.7 | 2 | -5 | ·
- CC1CCC(NC(=O)Cn2cnc3sccc3c2=O)CC1 (stereo not given)
    8 | -2 | -3 | -2.8 | -1 | -0.6 | 3 | -2 | -0.8
- COc1ccc(CNC(=O)C(C)N2C(=O)NC(c3ccccc3)(c3ccccc3)C2=O)cc1 (stereo not given)
    2 | -2 | 6 | -4.2 | -1 | -1.1 | -4 | 18 | -0.5
- COc1ccc(S(=O)(=O)NC2CCSc3ccccc32)cc1NC(C)=O (stereo not given)
    4 | 1 | -6 | -1.7 | -1 | 0.3 | 0 | 10 | 0.8
- O=C(CSc1ccc(-c2ccco2)nn1)NCc1ccc(Cl)cc1
    7 | 5 | -2 | -4.1 | 3 | · | -8 | 10 | 0.9
- O=S(=O)(Nc1cccnc1)c1ccc2c(c1)OCCO2
    -3 | -1 | 1 | 0.1 | -5 | -0.5 | 6 | 15 | ·
- Cn1c(SCC(=O)NCc2ccc3c(c2)OCO3)ncc(C(=O)Nc2ccc(F)cc2)c1=O
    -12 | -1 | -1 | -2.0 | 3 | 0.2 | 7 | 6 | ·
- CCOc1ccccc1-n1nnnc1SC(C)C(=O)OC (stereo not given)
    -3 | -2 | 4 | -0.9 | -3 | 0.8 | 3 | 4 | ·
- CCCCOCCCNC1=NCCCCC1
    9 | -4 | -4 | -0.2 | -2 | 0.6 | 6 | 1 | -0.7
- Cc1ccc(C(=O)OCC(=O)NCc2cccs2)cc1
    2 | -1 | 0 | 0.6 | -5 | 2.0 | -14 | 3 | -1.0
- CCOC(=O)N1CCN(C(=O)c2ccc(S(=O)(=O)NCc3ccco3)cc2)CC1
    4 | 4 | 1 | 0.3 | -4 | -2.6 | 11 | 6 | -0.8
- COC(=O)c1ccc(-c2noc(CN(C)CCC3CCCCO3)n2)cc1 (stereo not given)
    -8 | 0 | 2 | -3.0 | -1 | -2.2 | 7 | -1 | ·

Screens in order – MazF activator | FBA Mtb inh | BoNT-F LC inh | FadD28 FP inh | PrPC surface inh | UGM FP inh | Rv3671c protease | GDH-TPI inh | BioA inh
- Cc1ccccc1NC(=O)C(C)OC(=O)C1CCCO1 (stereo not given)
    -8 | 0 | -3 | -1.2 | -4 | · | · | 2 | -1.4
- CC(=O)C(C)Oc1ccc2c3c(c(=O)oc2c1)CCCC3 (stereo not given)
    3 | 40* | 0 | -1.0 | 4 | -0.5 | -8 | 6 | 10
- COc1ccc(/C=C/C(=O)OCC(=O)NCc2ccccc2Cl)cc1OC
    6 | 5 | -13 | 0.3 | 6 | 2.0 | 2 | 23 | ·
- CCCN1C(=O)C(O)(CC(=O)c2ccc3c(c2)OCCO3)c2ccccc21 (stereo not given)
    10 | 3 | -2 | -3.0 | -3 | 0.5 | -10 | -1 | -0.9
- COc1cccc(N2CCN(c3ccc(N4C(=O)CCC4=O)cc3[N+](=O)[O-])CC2)c1
    -1 | -3 | -4 | -4.8 | -11 | -3.1 | -3 | 6 | 0.8
- Cc1noc(C)c1C(=O)OC(C(=O)NC1CCCC1)c1ccc(F)cc1 (stereo not given)
    5 | 2 | -6 | -2.0 | · | -0.1 | -3 | -4 | ·
- CN(c1ccccc1)S(=O)(=O)c1cccc(C(=O)OCC(=O)NCc2ccccc2)c1
    -1 | -3 | -6 | -2.9 | 11 | 1.8 | 0 | 0 | 1.0
- CCOC(=O)C1=C(O)/C(=C\c2cccs2)N=C1C
    0 | -5 | -2 | -1.6 | 6 | -0.9 | -6 | 23 | ·
- CCOc1ccc(C2/C(=C(\O)c3ccc4c(c3)OCCO4)C(=O)C(=O)N2CCN2CCOCC2)cc1OCC (stereo not given)
    19 | -1 | 0 | 0.0 | 7 | -1.9 | 2 | 14 | 4.4
- COc1cccc(/C=N/n2cnc3ccccc32)c1OC
    1 | 3 | 8 | -8.0 | -7 | 1.1 | 4 | 9 | -0.4
- COc1ccccc1C(=O)NC1CCN(C(=O)Nc2ccc(C)cc2)CC1
    10 | -1 | -2 | -0.1 | 5 | -0.5 | -7 | -5 | -0.4
- CC[N+]1(CC(O)COC2CC(C)CC(C)(C)C2)CCOCC1 (stereo not given)
    -14 | 2 | -5 | -2.8 | 5 | -1.0 | 6 | -6 | -0.8
- O=C(NCc1cc2ccccc2[nH]1)c1ccccc1F
    -22 | 3 | ? | -2.4 | 2 | 2.2 | -9 | 6 | 0.1
- O=C1CSC(c2cccnc2)N1c1cccc(Cl)c1 (stereo not given)
    7 | -4 | 0 | -1.6 | 5 | 1.0 | 10 | -5 | 0.2
- O=C(COC(=O)c1cc2ccccc2oc1=O)Nc1cccc(S(=O)(=O)N2CCCCCC2)c1
    33 | 0 | -7 | -0.4 | -6 | 0.6 | 8 | 2 | -0.4
- CC1CCc2nn(CC(=O)N3CCCCCC3)cc2C1 (stereo not given)
    1 | 3 | -7 | -0.4 | 1 | -2.4 | -4 | 1 | -0.7
- O=C(NCC(=O)N(CC1CCCO1)C(C(=O)NC1CCCCC1)c1ccccc1)c1ccco1 (stereo not given)
    9 | 5 | -3 | -1.1 | 0 | 0.2 | -9 | -2 | -0.1
- Cc1ccc(NC(=O)C2=C(O)c3sccc3N(C)S2(=O)=O)cc1
    -5 | -4 | 8 | 3.5 | 1 | 0.6 | -4 | 21 | 0.0
- Cc1cccc(NC(=O)c2c(C)cc(=O)oc2C)n1
    -1 | 1 | 2 | -3.6 | -3 | -2.0 | -1 | 14 | ·
- COc1ccc(Cl)cc1NS(=O)(=O)c1cccc(C(=O)NCC(c2ccco2)N2CCCC2)c1 (stereo not given)
    0 | 2 | 7 | -4.4 | 2 | 4.3 | -4 | 0 | ·
- COc1ccc(-n2c(C)cc(C(=O)Cn3nnc4ccccc4c3=O)c2C)cc1
    0 | -3 | 9 | 1.9 | -2 | 1.2 | -10 | 6 | 1.3
- CCN1CCN(c2nc(-c3ccc(F)cc3)cc(=O)[nH]2)CC1
    7 | 1 | ? | -1.3 | 9 | -1.0 | -4 | 10 | -0.7
- CC1(CCc2ccccc2)NC(=O)NC1=O (stereo not given)
    0 | 2 | 1 | -0.8 | 4 | · | · | 5 | ·
- CS(=O)(=O)c1ccc(Cl)c(C(=O)NCC2CCCCC2)c1
    15 | -1 | -18 | -4.1 | -3 | -0.6 | -1 | 1 | -0.9
- O=C(Nc1ccccc1)c1ccc2snnc2c1
    -8 | 0 | -4 | -0.6 | -1 | 1.6 | 3 | 5 | ·
